Source: PubChem BioAssay (National Center for Advancing Translational Sciences (NCATS))
AmpC no deterg: qHTS Inhibitors of AmpC Beta-Lactamase (assay without detergent) | AmpC nitrocefin hydrolysis, absorbance 480 nm, 0.0001% Triton | Potency, µM (series often up to 57.1 µM), without a hit: at the top dose activity change, negative = inhibition, most hits filed as inhibitors | 330,000 tested, 0.52% active | AID 485341, 2010;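 also: potency is read from the fitted curve at half-maximal effect; plate controls were no compound for no effect and no enzyme for full effect; nearly all actives have a fitted effect of over 20% in size; some results filed as inactive show a strong effect at the top dose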
Target sequence (P00811 whole entry, looked up): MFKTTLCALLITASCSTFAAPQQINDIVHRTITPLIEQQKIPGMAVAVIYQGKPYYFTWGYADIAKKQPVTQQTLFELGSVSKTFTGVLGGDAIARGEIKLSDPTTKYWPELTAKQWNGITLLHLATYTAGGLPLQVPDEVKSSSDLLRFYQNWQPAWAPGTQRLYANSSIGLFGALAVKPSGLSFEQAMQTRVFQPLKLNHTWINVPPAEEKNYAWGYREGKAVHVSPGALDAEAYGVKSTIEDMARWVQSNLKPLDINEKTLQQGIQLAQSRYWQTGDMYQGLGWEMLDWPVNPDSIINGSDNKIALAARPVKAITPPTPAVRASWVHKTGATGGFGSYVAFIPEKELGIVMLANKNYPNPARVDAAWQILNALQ
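20 mM phosphate pH 7.0 + 0.01% (detergent screen) or 0.0001% Triton X-100; 5.3 nM AmpC reagent; cpd preinc 15 min RT; nitrocefin (800 uM stock) to start; A480 q20 s × 4 min; Activity was normalised to no-enzyme and no-compound control wells.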
AMA1-RON2 inh: qHTS for Inhibitors of AMA1-RON; Towards Development of Antimalarial Drug Lead: Primary Screen | Plasmodium falciparum AMA1 (3D7) - RON2 peptide interaction | AlphaScreen AMA1-biotinylated RON2 peptide binding | Potency, µM (series often up to 58.2 µM), for the others: at the highest dose activity change, negative = inhibition, actives largely listed as inhibitors | 360,000 tested, 0.2% active | AID 720542, 2013;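 also: potency is read from the fitted curve at half-maximal effect; 0% = vehicle wells and -100% = peptide control; nearly all actives have a fitted effect of over 45% in size; some results filed as inactive show a strong effect at the top dose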
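AMA1 (3D7) with his tag at 25 nM final met compounds first, then biotinylated RON2 peptide at 25 nM; detection used donor plus acceptor beads, 10 µg/mL apiece, read by AlphaScreen after 30 min at room temperature.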
HCMV antiviral: qHTS Assay for inhibitors of the human cytomegalovirus (HCMV); HFF cells, HCMV-luciferase reporter, 72 h; stronger effect = lower value; activity change, negative = inhibition, % at 57.5 µM; 410,000 tested, 4.5% active; in the data active = activity change below about -60%; inconclusive = no clear call, values can overlap the other calls; inactive = above about -39%; also: % is scaled to controls: 0 for no effect and ±100 for the full control effect
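Compounds were evaluated in HFFs infected with an HCMV luciferase reporter virus (MOI 1 PFU/cell). Luciferase in lysates collected 72 h post infection served as the replication measure.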
AmpC inh detg: qHTS Inhibitors of AmpC Beta-Lactamase (assay with detergent). P00811. AmpC hydrolysis of nitrocefin, absorbance 480 nm, 0.01% Triton. Potency, µM (doses to about 114 µM), for inactives: at the top dose activity change, negative = inhibition, actives largely listed as inhibitors. 370,000 tested, 0.041% active;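 also: potency is read from the fitted curve at half-maximal effect; 0% = no-compound wells and -100% = no-enzyme wells; nearly all actives have a fitted effect of over 25% in size; some results filed as inactive show a strong effect at the top dose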
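AmpC (5.3 nM in the dispensed reagent) in 20 mM phosphate pH 7.0 with 0.01% (detergent screen) or 0.0001% Triton X-100 was preincubated with compounds for 15 min at room temperature. Nitrocefin was then added from an 800 uM solution, and hydrolysis was followed at 480 nm.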
Cycloheximide cs: Cycloheximide Counterscreen for Small Molecule Inhibitors of Shiga Toxin; cell reporter, cycloheximide protein synthesis inhibition counterscreen; max response, %; 300,000 tested, 12% active; AID 2314, 2010; in the data active = max response mostly above about 13%, no sharp cut-off; inactive = mostly below about 14%; also: read at 38.3 µM for the half of the compounds with a filed dose; 0% is about no effect
Giardia FBPA inh: qHTS Assay for Inhibitors of Fructose-1,6-bisphosphate Aldolase from Giardia Lamblia; purified Giardia FBPA; Potency, µM (highest dose often 59.6 µM), without a hit: top-dose activity, negative = inhibition, actives largely listed as inhibitors; 290,000 tested, 0.71% active; A8B2U2; also: potency is read from the fitted curve at half-maximal effect; % is scaled to controls: 0 for no effect and ±100 for the full control effect; nearly all actives have a fitted effect of over 55% in size
Target sequence (A8B2U2 whole entry, looked up): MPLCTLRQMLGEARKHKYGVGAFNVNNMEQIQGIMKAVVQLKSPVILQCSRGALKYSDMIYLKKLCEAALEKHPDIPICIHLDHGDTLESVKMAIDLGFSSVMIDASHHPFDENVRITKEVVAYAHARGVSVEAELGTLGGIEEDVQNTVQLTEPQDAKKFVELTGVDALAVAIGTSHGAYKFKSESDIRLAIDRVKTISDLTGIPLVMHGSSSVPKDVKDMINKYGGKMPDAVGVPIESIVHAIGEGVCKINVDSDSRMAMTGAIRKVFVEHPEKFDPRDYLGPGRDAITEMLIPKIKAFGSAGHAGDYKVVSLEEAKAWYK
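Giardia FBPA (40 nM reagent) was preincubated 10 min at RT with compound (up to 57.5 uM final), then substrate plus GAPDH/TPI/NAD/arsenate coupling system with diaphorase/resazurin was added; resorufin fluorescence (525/598 nm) was read after 20 min.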
Shiga inhibitor: A qHTS for Small Molecule Inhibitors of Shiga Toxin | 290,000 tested, 9.2% active | Vero cells, Shiga toxin protein synthesis inhibition reporter | inhibition, % at 38.7 µM; in the data active = inhibition mostly above about 28%, no sharp cut-off; inactive = mostly below about 43%; also: 0% is about no effect
Starred values were filed as active, the others as inactive; [ ] = dose if it differs, or a comment. Unless noted, calls follow the shape of the dose curve; as a rule, active = well fitted curve in the direction sought with a large enough effect; inconclusive = small, poorly fitted or top-dose-only effect, or another doubt; inactive = no such curve, though single readings can be large; an effect the other way counts as inactive or inconclusive.

N=c1c(S(=O)(=O)c2ccc(Cl)cc2)cc2c(=O)n3ccccc3nc2n1Cc1ccco1 was read as AmpC no deterg -6%, AMA1-RON2 inh -9%, HCMV antiviral -32, AmpC inh detg -4%, Cycloheximide cs 0, Giardia FBPA inh -10% and Shiga inhibitor -8.
For CCOC(=O)Cc1csc(NC(=O)c2ccc3ccccc3n2)n1 the results were AmpC no deterg 27%, AMA1-RON2 inh 55%[activator], HCMV antiviral 43, AmpC inh detg -7%, Cycloheximide cs 11, Giardia FBPA inh inconclusive and Shiga inhibitor 37.
Screening C(=C\c1ccc(/C=C/c2ccccc2)nn1)/c1ccccc1 returned AmpC no deterg -21%, AmpC inh detg -7%, Cycloheximide cs 2, Giardia FBPA inh 0% and Shiga inhibitor -2.
`CC(CC(=O)O)CC(=O)Nc1ccc(Br)cc1` (stereo not given) gave AmpC no deterg -19%, AMA1-RON2 inh 13%, HCMV antiviral 8, AmpC inh detg -3%, Cycloheximide cs -2, Giardia FBPA inh 10% and Shiga inhibitor -16.
`C/C(=N\NC(=O)c1ccc2nc[nH]c2c1)c1ccc([N+](=O)[O-])cc1` gave AmpC no deterg -7%, AmpC inh detg 9%, Cycloheximide cs 6, Giardia FBPA inh 4% and Shiga inhibitor -5.
CC(C)=CCN1CCN(CCC2=C(C)CCCC2(C)C)CC1CCO (stereo not given) was read as AmpC no deterg 53%, AMA1-RON2 inh 7%, HCMV antiviral -66*, AmpC inh detg 6%, Cycloheximide cs -2, Giardia FBPA inh 2% and Shiga inhibitor -5.
`COc1ccc(N2C(C(C)=O)=NN(c3ccccc3)C2c2cccs2)cc1` (stereo not given) gave AmpC no deterg -23%, HCMV antiviral -5, AmpC inh detg -13%, Cycloheximide cs -2, Giardia FBPA inh -15% and Shiga inhibitor -16.
CCc1cc(=O)[nH]c(SCC(=O)NCc2ccc3c(c2)OCO3)n1 was read as AmpC no deterg -18%, AMA1-RON2 inh 1%, HCMV antiviral -12 and AmpC inh detg inconclusive.
For O=C1/C(=C/c2ccccc2)NC(=S)N1C(c1ccccc1)c1ccccc1 the results were AmpC no deterg -57%, AMA1-RON2 inh 61%[activator], HCMV antiviral -20, AmpC inh detg -4%, Cycloheximide cs -2, Giardia FBPA inh -1% and Shiga inhibitor -2.
CC1CCN(S(=O)(=O)c2ccc(C(=O)NC3CCS(=O)(=O)C3)cc2)CC1 (stereo not given) was read as AmpC no deterg -3%, AMA1-RON2 inh 14%, HCMV antiviral inconclusive and AmpC inh detg inconclusive.

Compounds from the list above with an NH in an aromatic ring, in the order listed:
`C/C(=N\NC(=O)c1ccc2nc[nH]c2c1)c1ccc([N+](=O)[O-])cc1` gave AmpC no deterg -7%, AmpC inh detg 9%, Cycloheximide cs 6, Giardia FBPA inh 4% and Shiga inhibitor -5.
CCc1cc(=O)[nH]c(SCC(=O)NCc2ccc3c(c2)OCO3)n1 was read as AmpC no deterg -18%, AMA1-RON2 inh 1%, HCMV antiviral -12 and AmpC inh detg inconclusive.

Additional compounds
Screening COc1ccc(O)c(-c2[nH]ncc2C(=O)c2ccccc2C)c1 returned AmpC no deterg -26%, AMA1-RON2 inh 96%[activator], HCMV antiviral inconclusive, AmpC inh detg 5%, Cycloheximide cs -1, Giardia FBPA inh -30% and Shiga inhibitor -10.
CN1CCN(C(=O)NC2CCCN2S(=O)(=O)c2ccc(Cl)cc2)CC1 (stereo not given) was read as AmpC no deterg -2%, AMA1-RON2 inh 13%, HCMV antiviral 38, AmpC inh detg -12%, Cycloheximide cs -3, Giardia FBPA inh 0% and Shiga inhibitor -5.
O=c1c2ccccc2nc2sc3ccccc3n12 was read as AmpC no deterg -21%, AMA1-RON2 inh -2%, HCMV antiviral 60, AmpC inh detg -4%, Cycloheximide cs 20*, Giardia FBPA inh 1% and Shiga inhibitor 97*.
Screening O=C(Nc1c(F)cc(F)cc1Br)c1cccnc1 returned AmpC no deterg -19%, AMA1-RON2 inh -7%, HCMV antiviral -3, AmpC inh detg -3%, Cycloheximide cs -2, Giardia FBPA inh 0% and Shiga inhibitor 27.
`C=CCSc1nnc(-c2c[nH]c3ccccc23)n1CC` gave AmpC no deterg -22%, AMA1-RON2 inh 6%, HCMV antiviral 19, AmpC inh detg -11%, Cycloheximide cs -2, Giardia FBPA inh -4% and Shiga inhibitor 16.
CC(C)N(C(=O)COC(=O)Cn1cnc2ccccc21)c1ccccc1 was read as AmpC no deterg -16%, AMA1-RON2 inh 0%, HCMV antiviral 4 and AmpC inh detg -24%.
Screening CN(C(=O)CSc1nnc(C2CC2)n1C1CC1)C1(C#N)CCCCC1 returned AmpC no deterg -9%, AMA1-RON2 inh 1%, HCMV antiviral -10 and AmpC inh detg 6%.
For COc1ccc(C(=O)NNC(=O)CSc2nc(C(C)C)nc3ccccc23)cc1 the results were AmpC no deterg -12%, AMA1-RON2 inh 47%[activator], HCMV antiviral -65*, AmpC inh detg -13%, Cycloheximide cs -1, Giardia FBPA inh -1% and Shiga inhibitor 14.
For O=C(Nc1ccc(-n2ccnc2P(=O)(O)c2ccccc2)cc1)c1ccccc1Cl the results were AmpC no deterg -24%, AMA1-RON2 inh -9%, HCMV antiviral 6, AmpC inh detg 3%, Cycloheximide cs -6, Giardia FBPA inh -4% and Shiga inhibitor 41.
COC(=O)C(O)(CC(=O)Nc1ccc(Cl)cc1Cl)C(F)(F)F (stereo not given) was read as AmpC no deterg -15%, AMA1-RON2 inh -1%, HCMV antiviral 43, AmpC inh detg 0%, Cycloheximide cs -2, Giardia FBPA inh -2% and Shiga inhibitor -4.
`COC(=O)C1=NNC2C(=O)N(C3CCCCC3)C(=O)C12` (stereo not given) gave AmpC no deterg -4%, AMA1-RON2 inh -4%, HCMV antiviral -26, AmpC inh detg 0%, Cycloheximide cs -3, Giardia FBPA inh 3% and Shiga inhibitor -20.
For CCOC(=O)C1CCCN(C(=O)c2cccc(N3C(=O)c4ccccc4C3=O)c2)C1 (stereo not given) the results were AmpC no deterg -13%, AMA1-RON2 inh 1%, HCMV antiviral 25 and AmpC inh detg -14%.
O=C1c2cccnc2C(=O)N1Cc1ccccc1 was read as AmpC no deterg -8%, AMA1-RON2 inh 46%[activator], HCMV antiviral 29, AmpC inh detg inconclusive, Cycloheximide cs -3, Giardia FBPA inh 1% and Shiga inhibitor -4.
Screening COc1cc2nc(C3CC3)n(NC(=O)c3ccc(Cl)cc3)c(=O)c2cc1OC returned AmpC no deterg 17%, AMA1-RON2 inh -6%, HCMV antiviral 13, AmpC inh detg -14%, Cycloheximide cs -3, Giardia FBPA inh -2% and Shiga inhibitor 21.
For Cc1nc2scc(C)n2c(=O)c1S(=O)(=O)N1CCN(c2ccccc2F)CC1 the results were AmpC no deterg 41%, AMA1-RON2 inh -2%, HCMV antiviral inconclusive, AmpC inh detg 1%, Cycloheximide cs -3, Giardia FBPA inh 8% and Shiga inhibitor 3.
For O=C(NCc1ccc(Cl)cc1)c1csc(-c2cccnc2)n1 the results were AmpC no deterg -3%, AMA1-RON2 inh -4%, HCMV antiviral -16, AmpC inh detg 5%, Cycloheximide cs -5, Giardia FBPA inh 0% and Shiga inhibitor -10.
Screening C/C(NCCN1CCOCC1)=C(\C#N)C(N)=O returned AmpC no deterg -10%, AMA1-RON2 inh -1%, HCMV antiviral 39, AmpC inh detg inconclusive, Cycloheximide cs -7, Giardia FBPA inh -5% and Shiga inhibitor -3.
CC(C)CC(=O)NC(=S)Nc1ccc(N2CCOCC2)cc1 was read as AmpC no deterg inconclusive, AMA1-RON2 inh -4%, HCMV antiviral 42, AmpC inh detg -10%, Cycloheximide cs 24*, Giardia FBPA inh -1% and Shiga inhibitor 48*.
CSc1ccccc1NC(=O)CN(C1CCCCC1)S(C)(=O)=O was read as AmpC no deterg 18%, AMA1-RON2 inh 1%, HCMV antiviral 10, AmpC inh detg 1%, Cycloheximide cs -2, Giardia FBPA inh 0% and Shiga inhibitor -18.
For CC(C)(C)C(=O)Nc1sc2c(c1C#N)CCCCC2 the results were AmpC no deterg -26%, AMA1-RON2 inh 2%, HCMV antiviral 3, AmpC inh detg -4%, Cycloheximide cs 10, Giardia FBPA inh 5% and Shiga inhibitor 23.
For CC1(C)C(=O)Nc2ccccc2N1C(=O)COc1cccnc1[N+](=O)[O-] the results were AmpC no deterg -16%, AMA1-RON2 inh -4%, HCMV antiviral -7, AmpC inh detg 6%, Cycloheximide cs -7, Giardia FBPA inh -5% and Shiga inhibitor -26.
For Cc1c(C(=O)NC2CC2)oc2ccc(S(=O)(=O)N3CCCCCC3)cc12 the results were AmpC no deterg 42%, AMA1-RON2 inh -10%, HCMV antiviral inconclusive, AmpC inh detg -13%, Cycloheximide cs -3, Giardia FBPA inh 4% and Shiga inhibitor -13.
Screening Cc1ccc(C)c(N2CCN(C(=O)CN(C)S(=O)(=O)c3ccc4c(c3)CCC(=O)N4)CC2)c1 returned AmpC no deterg 127%[activator], AMA1-RON2 inh -4%, HCMV antiviral -15, AmpC inh detg inconclusive, Cycloheximide cs -1, Giardia FBPA inh 0% and Shiga inhibitor -14.
Screening FC(F)Sc1ccc(-n2cc(-c3ccc(Cl)cc3)[n+]3c2CCC3)cc1 returned AmpC no deterg -5%, AMA1-RON2 inh -4%, HCMV antiviral -23, AmpC inh detg 3%, Cycloheximide cs 4, Giardia FBPA inh 5% and Shiga inhibitor 10.
N#CCCn1ncc2ccccc21 was read as AmpC no deterg -13%, AMA1-RON2 inh -2%, HCMV antiviral 3, AmpC inh detg 1%, Cycloheximide cs -6, Giardia FBPA inh 6% and Shiga inhibitor -3.
Screening CC(C)CC(=O)n1sc(NC(=O)c2ccccc2)nc1=O returned AmpC no deterg -34%, AMA1-RON2 inh -10%, HCMV antiviral -13, AmpC inh detg -9%, Cycloheximide cs 2, Giardia FBPA inh -10% and Shiga inhibitor -16.
Screening COC(=O)C1(C)NC(c2ccccc2C)C2C(=O)N(c3ccc(F)cc3)C(=O)C21 (stereo not given) returned AmpC no deterg -12%, AMA1-RON2 inh -4%, HCMV antiviral -24, AmpC inh detg inconclusive, Cycloheximide cs -3, Giardia FBPA inh 7% and Shiga inhibitor -10.
`CC(CO)(CO)NC(=O)c1ccc(=O)[nH]n1` gave AmpC no deterg -10%, AMA1-RON2 inh -2%, HCMV antiviral -19, AmpC inh detg 3%, Cycloheximide cs -2, Giardia FBPA inh 3% and Shiga inhibitor -3.
